Lmaj promast: Leishmania major promastigote growth inhibition, primary screen. inhibition, % at 10 µM. Leishmania major promastigotes, resazurin fluorescence viability. AID 1063, 2008. hit rate 9% among 200,000; in the data active = inhibition above about 50%;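 note: promastigotes grown with compound for 44 hours at 28 °C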
DTT redox prof: compounds producing H2O2 with reducing agent – biochemical, NIH compound library profiling, artefact control for MLSCN library redox annotation, primary screen; DTT-dependent redox cycling H2O2, phenol red/HRP absorbance; 100% = 100 µM peroxide control, 0% = buffer; hit rate 0.03% among 200,000; activation, % at 10 µM; AID 878, 2007;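 active = activation of at least 50% relative to the plate's high and low controls in the primary single-dose screen; inactive = activation below 50%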;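 note: compound incubated with DTT at 0.8 mM final as the reducing agent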
PPARg SRC-3 ag: PPARgamma agonists recruiting SRC-3 coactivator, primary screen, biochemical; biochemical PPARgamma/SRC-3 coactivator recruitment assay; activation, % at 8 µM; AID 731, 2007; Peroxisome proliferator-activated receptor gamma (Homo sapiens), P37231; hit rate 0.26% among 200,000; in the data active = activation above about 23%;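 note: 0% = DMSO and 100% = reference agonist; some compounds past the cut are filed as inactive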
Target sequence (P37231 whole entry, looked up): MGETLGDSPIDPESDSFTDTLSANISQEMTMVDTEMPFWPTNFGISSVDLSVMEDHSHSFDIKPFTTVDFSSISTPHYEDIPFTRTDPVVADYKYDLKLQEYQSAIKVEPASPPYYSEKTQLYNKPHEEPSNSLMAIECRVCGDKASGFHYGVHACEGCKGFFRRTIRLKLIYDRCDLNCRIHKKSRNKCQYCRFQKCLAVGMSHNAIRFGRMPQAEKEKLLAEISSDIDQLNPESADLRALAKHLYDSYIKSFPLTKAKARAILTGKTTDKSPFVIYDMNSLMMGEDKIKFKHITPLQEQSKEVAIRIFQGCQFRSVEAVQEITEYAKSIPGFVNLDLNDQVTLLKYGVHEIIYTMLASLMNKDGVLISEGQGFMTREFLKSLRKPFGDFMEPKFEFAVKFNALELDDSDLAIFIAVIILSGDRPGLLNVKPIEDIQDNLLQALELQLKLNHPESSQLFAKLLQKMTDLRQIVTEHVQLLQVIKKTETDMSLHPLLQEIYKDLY
TLR4 MyD88 comp: inhibitors of TLR4-MyD88 association in cells, primary screen, cell-based, HeLa CL3-4, BLA complementation, FRET ratio | inhibition, % at 8.4 µM | AID 861, 2007 | hit rate 0.18% among 200,000 | HeLa CL3-4 TLR4/MyD88 BLA complementation; in the data active = inhibition above about 25%;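 note: 0% = vehicle and 100% = reference inhibitor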
S1P3 antag: S1P3 receptor antagonists, primary screen, cell-based; Sphingosine 1-phosphate receptor 3 (Homo sapiens), Q99500; CHO S1P3 NFAT-BLA reporter, FRET fluorescence, antagonist mode; inhibition, % at 4.98 µM; hit rate 0.27% among 170,000; AID 485, 2006;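 active = inhibition above the plate cutoff, the mean inhibition of test wells on that plate plus 3 SD, cut at about 28% in these data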;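 note: cells challenged with S1P at its EC80 of 0.8 µM; blue over green emission ratio from cleaved BLA substrate after 4 h stimulation; 0% = S1P-stimulated wells and 100% = unstimulated DMSO-only wells; some compounds past the cut are filed as inactive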
Target sequence (Q99500 whole entry, looked up): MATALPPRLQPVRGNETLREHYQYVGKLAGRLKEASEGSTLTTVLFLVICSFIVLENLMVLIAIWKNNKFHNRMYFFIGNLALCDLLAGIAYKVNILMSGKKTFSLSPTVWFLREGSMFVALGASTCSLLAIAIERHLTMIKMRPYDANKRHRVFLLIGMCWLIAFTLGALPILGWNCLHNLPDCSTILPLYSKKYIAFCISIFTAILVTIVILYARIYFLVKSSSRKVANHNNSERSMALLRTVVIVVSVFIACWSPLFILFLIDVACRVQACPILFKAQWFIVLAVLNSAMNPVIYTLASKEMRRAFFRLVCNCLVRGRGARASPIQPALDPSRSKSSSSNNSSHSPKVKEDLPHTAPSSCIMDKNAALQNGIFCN
ROMK primary: ROMK potassium channel modulators, primary screen, cell-based, thallium flux, MLSMR library; Tet-inducible ROMK, thallium flux fluorescence; actives lie on both sides; hit rate 2% among 130,000; B-score at 10 µM;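 active = signal ratio slope over the read window, or its plate-corrected B-score, at least 3 SD from the plate mean, either direction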;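 note: B-score of the F/F0 ratio slope over 7 to 12 s after thallium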
bIAP inhibitor: bovine intestinal alkaline phosphatase inhibitors, primary screen, selectivity assay for TNAP inhibitor project, biochemical, bovine IAP, CDP-star luminescence; alkaline phosphatase, intestinal [Bos taurus]; purified bovine IAP, 30 min; inhibition, % at 20 µM; 190,000 tested, under 10 active; AID 1019, 2008;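 active = over 50% inhibition of intestinal alkaline phosphatase at 20 µM in the single-dose screen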
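Incubation: 30 min reaction at room temperature / Material: purified bovine intestinal alkaline phosphatase (IAP) enzyme / Input: enzyme at 1/65,000,000 dilution / Dosing: 20 µM single dose / Signal: CDP-star luminescence signal / Reagent: CDP-star chemiluminescent phosphatase substrate, 30 µM final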
PPARg SRC-2 ag: agonists of PPARg-SRC-2 recruitment, primary screen, biochemical, HTS; Peroxisome proliferator-activated receptor gamma (Homo sapiens), P37231; PPARgamma LBD-SRC-2 recruitment; activation, % at 8 µM; hit rate 0.34% among 200,000; AID 1032, 2008; in the data active = activation above about 22%;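 note: 0% = vehicle and 100% = reference agonist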
bIAP activator: bovine intestinal alkaline phosphatase activators, primary screen, biochemical, bovine IAP, CDP-star luminescence | purified bovine IAP, 30 min; stronger effect = higher value; fold of DMSO-control signal, blank-subtracted | activation factor at 20 µM | hit rate 0.17% among 200,000;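 active = activation factor of 2 or more at 20 µM, a signal rise over negative controls twice the positive control's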
PPARg SRC1 recr: PPARgamma agonists recruiting SRC-1 coactivator, primary screen, biochemical. Peroxisome proliferator-activated receptor gamma (Homo sapiens), P37231. PPARgamma-SRC-1 coactivator recruitment biochemical assay. activation, % at 8 µM. hit rate 0.41% among 200,000. AID 631, 2007; in the data active = activation above about 19%;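 note: 0% = DMSO and 100% = reference agonist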
TR-FRET SRC-2 ct: TR-FRET signal artefacts, primary screen, artefact control for PPARgamma SRC-2 agonist project, biochemical | TR-FRET artefact counter-screen; stronger effect = higher value | TR-FRET ratio at 8 µM | hit rate 0.4% among 200,000; in the data active = TR-FRET ratio above about 2000; note: inactives centre near 1500
* hit, by the source's call; x = not tested or not shown.

no.	SMILES	Lmaj promast	DTT redox prof	PPARg SRC-3 ag	TLR4 MyD88 comp	S1P3 antag	ROMK primary	bIAP inhibitor	PPARg SRC-2 ag	bIAP activator	PPARg SRC1 recr	TR-FRET SRC-2 ct
1	O=C(NC1CCCCCC1)C1c2ccccc2C(=O)N1Cc1cccnc1 (stereo not given)	-4	2.4	-1	9	4	x	3	-6	1	2	1548
2	COc1ccc(CNC(=O)c2cccnc2Sc2ccc(C)c(C)c2)cc1	-4	-0.6	1	-17	3	-0.044	8	1	0.9	5	1589
3	COc1ccc(C(=O)Nc2ccccc2C(=O)NC(C(=O)NCc2ccco2)C(C)C)cc1 (stereo not given)	0	-1.4	8	6	-14	x	6	2	0.9	1	1375
4	Cc1ccc(OC(=O)COc2ccccc2C)c(-n2nc3ccccc3n2)c1	-10	0.1	5	-6	x	0.37	15	2	0.8	3	1514
5	CCN1CCN(C(=O)c2ccccc2Nc2ccc(SC(F)F)cc2)CC1	4	-0.5	-7	8	0	0.22	-1	-2	1	4	1496
6	CCCC1(CCC)NC(=O)N(CC(=O)c2cc(C)n(-c3ccc4c(c3)OCO4)c2C)C1=O	0	0.4	5	-9	-2	0.2	5	1	1	2	1659
7	Cc1cc(CNC(=O)COc2ccc([N+](=O)[O-])cc2)c2ccccc2n1	-2	-0.1	2	-18	15	-0.65	-17	2	1.2	0	1587
8	O=C(O)C1CC(=O)N(Cc2cccnc2)C1 (stereo not given)	-8	1.8	-3	4	-15	x	8	5	0.9	2	1403
9	COC(=O)c1[nH]c2ccccc2c1NC(=O)CCN1CCN(C2CCCCC2)CC1	13	2.4	-6	-14	-2	x	-2	2	1	-2	1447
10	CC(C)Oc1ccccc1OCCCCn1cnc2ccccc2c1=O	10	0.4	1	-1	3	-1.4	-16	-8	1.2	-8	1438
11	CCCOc1ccc(OC(=O)c2ccc(Br)o2)cc1	-3	-1.0	-5	14	3	x	11	3	0.9	9	1672
12	Cc1ccccc1-c1nc(CN2CCC(C(=O)NC3CCN(Cc4ccccc4)CC3)CC2)c(C)o1	100*	-0.6	5	3	-29	x	x	12	x	-1	1494

Taken from above.
bIAP inhibitor, Cc1cc(CNC(=O)COc2ccc([N+](=O)[O-])cc2)c2ccccc2n1 → -17
PPARg SRC1 recr, O=C(O)C1CC(=O)N(Cc2cccnc2)C1 (stereo not given) → 2

An excerpt from above in order of their number in bIAP activator, descending.
entry | molecule | DTT redox prof | TLR4 MyD88 comp | S1P3 antag | ROMK primary | bIAP inhibitor | bIAP activator
7 | Cc1cc(CNC(=O)COc2ccc([N+](=O)[O-])cc2)c2ccccc2n1 | -0.1 | -18 | 15 | -0.65 | -17 | 1.2
3 | COc1ccc(C(=O)Nc2ccccc2C(=O)NC(C(=O)NCc2ccco2)C(C)C)cc1 (stereo not given) | -1.4 | 6 | -14 | x | 6 | 0.9
4 | Cc1ccc(OC(=O)COc2ccccc2C)c(-n2nc3ccccc3n2)c1 | 0.1 | -6 | x | 0.37 | 15 | 0.8

Other entries:
no.	SMILES	Lmaj promast	DTT redox prof	PPARg SRC-3 ag	TLR4 MyD88 comp	S1P3 antag	ROMK primary	bIAP inhibitor	PPARg SRC-2 ag	bIAP activator	PPARg SRC1 recr	TR-FRET SRC-2 ct
13	COc1cc(CNCCN2CCOCC2)ccc1OCC(=O)NC(C)(C)C	-2	-0.5	0	-15	16	0.68	-14	10	1.1	0	1642
14	Cc1sc(NC(=O)CN(Cc2ccc(F)cc2)C(=O)C(C)(C)C)c(C(N)=O)c1C	-2	0.4	0	9	-8	x	25	-1	0.7	-4	1678
15	Cc1ccc(S(=O)(=O)NN2Cc3ccccc3C2=N)cc1	-4	-0.1	2	-7	-9	1.1	-4	-4	1	-1	1360
16	O=C(Cn1c(=O)sc2ccccc21)Nc1ccccc1C(=O)O	-5	1.3	16	4	x	x	6	2	0.9	0	1549
17	Cc1ccnc(Sc2nc3c(c(=O)[nH]c(=O)n3C)n2CCCc2ccccc2)n1	5	-1.4	0	-9	x	x	-5	-3	1.1	-1	1532
18	CN(C)c1ccc(C(=O)OCC(=O)NCCC2=CCCCC2)cc1	2	0.3	2	-1	3	0.42	1	4	1	6	1435
19	COc1ccccc1C(=O)Nc1ccc(Br)cc1C	5	-1.3	3	-3	-2	-0.56	3	12	1	5	1616
20	COC(=O)c1ccc(N=NN2CCCCCC2)cc1	-6	0.0	1	-12	-3	x	-14	8	1.1	15	1626
21	CN(C)S(=O)(=O)Oc1cccc(C(=O)Nc2cccc(Cl)c2)c1	28	1.9	2	3	x	x	8	3	0.9	4	1732
22	CC(=O)NC(c1ccc(C)cc1)c1cc([N+](=O)[O-])c2cccnc2c1O (stereo not given)	-8	0.0	4	4	0	0.48	1	-3	1	8	1672
23	O=C(/C=C/c1ccc(Cl)cc1)Nc1ccc(CN2CCOCC2)cc1	82*	0.2	1	-3	2	x	25	10	0.7	15	1688
24	COc1ccc(-n2ccnc2)cc1	-4	-0.2	2	0	-20	x	-11	1	1.1	5	1424
25	S=c1[nH]nc(C2CCCCC2)o1	-6	0.6	0	-1	-2	0.7	2	12	1	5	1529
26	CC(C)(C)c1ccc(S(=O)(=O)N2C=CC(C(F)(F)F)=NCC2)cc1	59*	-0.1	13	-3	x	-1.1	21	2	0.8	-1	1613
27	COc1cc(C=O)ccc1OC(=O)c1ccc(C(C)C)cc1	-5	0.9	0	12	-11	x	5	6	0.9	0	1484
28	COc1ccc(S(=O)(=O)Nc2ccc(N3CCOCC3)cc2)cc1[N+](=O)[O-]	3	-1.3	9	-11	-19	-0.32	14	6	0.9	-6	1615
29	Cc1cccn2c1nc(=S)n2C(=O)c1ccco1	-2	0.9	-1	2	-6	0.98	5	6	0.9	-1	1672
30	Cc1c(Nc2nc3ccccc3nc2NS(=O)(=O)c2cccs2)c(=O)n(-c2ccccc2)n1C	3	0.2	3	4	x	0.25	1	5	1	-7	1473
31	O=C(/C=C/Nc1ccc(Oc2ccccc2)cc1)c1ccco1	0	-0.8	8	6	7	0.083	10	10	0.9	4	1673
32	CCCN(CCC(=O)Nc1cc(OC)cc(OC)c1)CC1CC1	42	2.0	-3	7	-14	-0.27	-9	2	1.1	-1	1315
33	CS(=O)(=O)Nc1ccc(C2=NN(S(=O)(=O)c3ccc(F)cc3)C(c3ccco3)C2)cc1 (stereo not given)	5	-0.4	1	5	11	0.49	-2	7	1	0	1660
34	COc1cc(CNc2nc(C)c([N+](=O)[O-])c(C)c2C#N)cc(OC)c1OC	45	0.0	1	-12	-5	-0.62	12	-3	0.9	3	1608
35	CSc1nccc(-c2cc(Cl)sc2Cl)n1	-4	-4.7	-10	-1	x	x	4	-1	1	-2	1471
36	CC(=O)c1sc(NC(=O)C(C)(C)C)nc1C	-8	0.4	14	12	x	x	2	8	1	14	1633
37	CCC(Sc1ccc2nnc(CCNS(=O)(=O)c3ccc(OC)cc3)n2n1)C(=O)OC (stereo not given)	-1	-1.4	4	5	-7	-0.029	-2	0	1	5	1701
38	Cc1cccc(C(=O)OCc2cncs2)c1	1	-1.0	2	-2	-9	0.23	1	-1	1	5	1501
39	CCOC(=O)c1c(-c2cccs2)csc1NC(=O)c1ccncc1	-1	-1.6	1	-3	x	1.9	6	3	0.9	4	1540
40	CCCNC(=O)c1c(NC(=O)C2COc3ccccc3O2)sc2c1CCCC2 (stereo not given)	-4	0.3	3	-10	x	0.61	x	10	0.5	14	1408
41	COc1ccc(OC)c(/C=C/C(=O)c2ccc(Cl)cc2)c1	100*	-2.9	-2	14	x	x	21	2	0.8	2	1398
42	CCOc1cccc(C(=O)NC(c2ccccc2)C(C)C)c1 (stereo not given)	57*	0.9	0	-4	-4	0.5	3	-2	1	-2	1612
43	Clc1ccc(/C=C\c2nccc3c2[nH]c2ccccc23)cc1	21	-0.4	-4	-107	-76	0.12	-9	13	1.1	0	1469
44	CC1(O)CC(c2ccc(Cl)cc2)=NN1C(=O)c1ccc([N+](=O)[O-])cc1 (stereo not given)	-9	-0.5	6	-5	10	-1.3	13	15	0.9	5	1703
45	COc1ccccc1Nc1nc(-c2sc(NC(=O)c3ccco3)nc2C)cs1	100*	-3.8	19	-13	x	x	0	3	1	2	1628
46	CC(Oc1ccc(Cl)cc1)C(=O)Nc1nccs1 (stereo not given)	9	-0.6	10	-12	x	x	-1	6	1	4	1664
47	Cc1ccccc1Nc1nnc(SCC(=O)Nc2ncc(C(F)(F)F)cc2Cl)s1	-2	0.4	0	-10	-9	x	23	-6	0.8	-6	1452
48	c1ccc(CSc2nnc(-c3ccccn3)n2-c2ccccc2)cc1	22	-0.1	-12	-7	x	-0.78	10	-4	0.9	-2	1464
49	CCCCNC(=O)Nc1ccnn1C1CCCCC1	-8	-0.7	2	-3	x	-0.44	-13	-2	1.1	0	1511
50	COc1ccccc1NC(=S)NNC(=O)c1ccncc1	-9	-1.6	1	14	-6	1.1	-28	6	1.3	6	1596
51	Oc1ccc2ccccc2c1CNn1cnnc1	-4	0.1	-1	7	x	0.28	8	6	0.9	6	1409
52	COc1ccccc1NC(=O)C1(c2ccccc2)CCCC1	3	-0.9	2	3	-17	0.41	14	9	0.9	-4	1611
53	O=C(CSc1ncnc2ccccc12)c1cccs1	-4	0.2	0	1	-4	-2	-8	7	1.1	11	1571
54	Cc1ccc(Cc2c[nH]c(=S)s2)cc1	-4	-0.6	6	6	7	x	10	2	0.9	6	1787
55	CSc1nc(-c2ccco2)nn1S(C)(=O)=O	-6	2.1	-5	-9	12	x	-1	-3	1	-8	1462

Two compounds picked at random from the list so far:
no.	SMILES	Lmaj promast	DTT redox prof	PPARg SRC-3 ag	TLR4 MyD88 comp	S1P3 antag	ROMK primary	bIAP inhibitor	PPARg SRC-2 ag	bIAP activator	PPARg SRC1 recr	TR-FRET SRC-2 ct
54	Cc1ccc(Cc2c[nH]c(=S)s2)cc1	-4	-0.6	6	6	7	x	10	2	0.9	6	1787
53	O=C(CSc1ncnc2ccccc12)c1cccs1	-4	0.2	0	1	-4	-2	-8	7	1.1	11	1571
